# DT40 TDP1 no CPT = qHTS for Inhibitors of human tyrosyl-DNA phosphodiesterase 1 (TDP1): qHTS in cells in absence of CPT. DT40 Tdp1-/- hTDP1 cells, no CPT, ATP luminescence, 48 h. Potency, µM (titrated, usually from 46.2 µM), for the others: top-dose activity change, negative = growth inhibition, hits mostly inhibitors. hit rate 15% among 420,000; also: nearly all actives have a fitted effect of over 55% in size
#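 Stably hTDP1-transfected Tdp1-null chicken DT40 cells were treated with library compounds minus camptothecin and grown for at least 48 hr at 37 °C, after which cellular ATP was quantified by luminescence.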
# DT40 TDP1 CPT = growth inhibition of DT40 Tdp1-/-;hTDP1 cells with camptothecin (screen for TDP1 inhibitors). AID 686979. Potency, µM (doses to about 46.2 µM), for the others: at the top dose activity change, negative = growth inhibition, actives largely listed as inhibitors. hit rate 12% among 420,000. chicken DT40 Tdp1-/-;hTDP1 cells + 20 nM CPT, ATP luminescence, 48 h; also: nearly all actives have a fitted effect of over 55% in size
#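 Chicken DT40 Tdp1-/- cells complemented with human TDP1, 400 cells/well, exposed to compounds plus 20 nM camptothecin for at least 48 h at 37 C; viability read as ATP content by CellTiter-Glo luminescence.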
# TDP1 inh = TDP1 (human) enzyme inhibition; Q9NUW8; hit rate 0.28% among 350,000; recombinant TDP1, AlphaScreen DNA substrate cleavage; Potency, µM (series often up to 130 µM), inactives show at the highest dose activity change, negative = inhibition, most hits filed as inhibitors; also: nearly all actives have a fitted effect of over 40% in size
# Target sequence (Q9NUW8 whole entry, looked up): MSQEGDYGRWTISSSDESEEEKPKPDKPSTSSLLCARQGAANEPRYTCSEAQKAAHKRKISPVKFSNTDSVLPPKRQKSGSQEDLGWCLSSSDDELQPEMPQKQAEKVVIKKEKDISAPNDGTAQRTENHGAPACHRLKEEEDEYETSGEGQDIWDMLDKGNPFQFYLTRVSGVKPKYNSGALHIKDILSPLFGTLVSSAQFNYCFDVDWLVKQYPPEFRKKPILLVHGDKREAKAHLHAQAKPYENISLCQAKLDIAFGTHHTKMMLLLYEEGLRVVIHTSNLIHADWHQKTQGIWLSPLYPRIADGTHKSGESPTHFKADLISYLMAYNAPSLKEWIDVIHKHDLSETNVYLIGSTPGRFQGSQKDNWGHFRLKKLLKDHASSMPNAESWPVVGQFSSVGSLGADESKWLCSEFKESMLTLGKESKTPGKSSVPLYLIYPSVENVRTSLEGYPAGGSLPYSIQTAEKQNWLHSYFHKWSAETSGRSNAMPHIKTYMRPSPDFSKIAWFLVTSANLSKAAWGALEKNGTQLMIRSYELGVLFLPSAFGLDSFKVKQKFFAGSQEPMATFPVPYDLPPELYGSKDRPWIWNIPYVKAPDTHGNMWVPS
#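 Recombinant E. coli-expressed Tdp1 (1 nM) preincubated with compound 15 min at RT, then 5'-biotin/3'-phosphotyrosine-FITC DNA substrate (15 nM) added for 5 min. AlphaScreen beads (10 ug/ml) added, 10 min RT; tyrosine-FITC cleavage read as signal loss.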
# * marks the source's active call; other numbers are inactive results; ? = inconclusive; nt = no result given; [ ] = dose if it differs, or a comment. Calls follow the shape of the dose curve; as a rule, active = well fitted curve in the direction sought with a large enough effect; inconclusive = small, poorly fitted or top-dose-only effect, or another doubt; inactive = no such curve, though single readings can be large; an effect the other way counts as inactive or inconclusive. % is scaled to controls: 0 for no effect and ±100 for the full control effect; potency is read from the fitted curve at half-maximal effect.
1: COc1ccc(CN(C)CC(O)COC(c2ccc(OC)cc2)c2ccc(OC)cc2)cc1 (stereo not given)
2: Cc1nc(N2C(=O)c3oc4ccccc4c(=O)c3C2c2cccc(OCCC(C)C)c2)sc1C (stereo not given)
3: O=C(CSc1ccnc(=O)[nH]1)NCc1ccc(F)cc1
4: CCOC(=O)c1sc(=S)n(CC)c1NC(=O)CC
5: CCCCN(C)CCC(=O)Nc1ccc(Cl)cc1
entry no.	1	2	3	4	5
DT40 TDP1 no CPT	23µM*	-19%	3%	-7%	-18%
DT40 TDP1 CPT	?	1%	-1%	-15%	-26%
TDP1 inh	nt	0%	5%	2%	3%

6: O=C(CCCn1c(SCC(=O)NCCc2ccccc2)nc2ccccc2c1=O)NCC1CCCO1 (stereo not given)
7: Cc1cccc(C)c1NS(=O)(=O)c1ccc(-c2ccc(=O)[nH]n2)o1
8: Cn1c(=O)[nH]c(=O)c2c1nc(NCCN)n2CCOc1ccccc1
9: O=C(CNC(=O)c1cccs1)NCC(=O)OCc1ccccc1Br
10: COc1ccc(CNc2ncc(-c3ccc(Br)cc3)n2C)cc1OC
entry no.	6	7	8	9	10
DT40 TDP1 no CPT	-7%	31%[activator]	13µM*	-29%	?
DT40 TDP1 CPT	-20%	-5%	?	3%	?
TDP1 inh	8%	1%	nt	8%	nt

11: COc1ccc(S(=O)(=O)Nc2cccc3c2O[C@H](CN(C)Cc2ccncc2)[C@@H](C)CN([C@H](C)CO)C3=O)cc1
12: CC(=O)N1CCN(C(=O)CCc2c[nH]c3ccccc23)CC1
13: CC(C)(C)CNC(=O)C1(C)CCN1C(=O)c1ccccc1CCc1ccccc1 (stereo not given)
14: COc1ccc(C2CC(c3ccc(Br)cc3)=NN2C(=O)CCC(=O)O)cc1OC (stereo not given)
15: Cc1cc(C)cc(Nc2nc3ccccc3c(=O)[nH]2)c1
entry no.	11	12	13	14	15
DT40 TDP1 no CPT	?	11%	16µM*	-21%	?
DT40 TDP1 CPT	?	0%	21µM*	-29%	-30%
TDP1 inh	3%	0%	nt	nt	5%

# The closing 4 entries of the part before come first, to join the parts:
12: CC(=O)N1CCN(C(=O)CCc2c[nH]c3ccccc23)CC1
13: CC(C)(C)CNC(=O)C1(C)CCN1C(=O)c1ccccc1CCc1ccccc1 (stereo not given)
14: COc1ccc(C2CC(c3ccc(Br)cc3)=NN2C(=O)CCC(=O)O)cc1OC (stereo not given)
15: Cc1cc(C)cc(Nc2nc3ccccc3c(=O)[nH]2)c1
16: CCC(=O)NC(=S)Nc1cc(C(=O)O)ccc1OC
17: CCCC1(c2ccsc2)NC(=O)NC1=O (stereo not given)
18: CCOC(=O)N1CCN(C(=O)c2cccn3c(=O)c4cc(Br)ccc4nc23)CC1
19: COCCN(C(=O)CSc1nc2nc(C)cc(C)n2n1)c1c(N)n(Cc2ccccc2)c(=O)[nH]c1=O
20: O=C(Nc1cc(Cl)cc(Cl)c1)C1CCC(=O)N1Cc1ccccc1Cl (stereo not given)
entry no.	12	13	14	15	16	17	18	19	20
DT40 TDP1 no CPT	11%	16µM*	-21%	?	-11%	-20%	1%	6%	?
DT40 TDP1 CPT	0%	21µM*	-29%	-30%	0%	3%	-5%	13%	23µM*
TDP1 inh	0%	nt	nt	5%	3%	nt	3%	2%	0%

21: Cc1cccc(OCCSc2nc3ccccc3n2CC(=O)N2CCOCC2)c1
22: CC(=O)c1cc2c(cc1NC(=O)CSc1ccc(S(=O)(=O)N(C)C)cn1)OCO2
23: COC(=O)C1CCN(C(=O)COC(=O)c2cccc(NS(=O)(=O)c3ccccc3)c2)CC1
24: CCCN1CCC(=O)N([C@H](CSc2ccc(Br)cc2)Cc2ccccc2)CC1
25: CCCOc1ccc(CN(C(=O)c2cc(=O)c3ccc(C)cc3o2)C2CCS(=O)(=O)C2)cc1 (stereo not given)
entry no.	21	22	23	24	25
DT40 TDP1 no CPT	-12%	?	-22%	?	?
DT40 TDP1 CPT	-12%	-30%	4%	?	?
TDP1 inh	9%	3%	0%	0%	4%

26: COc1ccc(-c2cn(-c3ccccc3)c(=S)[nH]2)cc1OC
27: COCCCn1c(SCC(=O)N(C)C)nnc1-c1ccccc1
28: CCN(CC)S(=O)(=O)c1ccc(NC(=O)C(C)N(c2ccc(OC)cc2)S(C)(=O)=O)cc1 (stereo not given)
29: O=[N+]([O-])c1ccc(S(=O)(=O)Nc2ccncc2)cc1
30: COc1ccc(OCC(=O)Nc2ccc(S(=O)(=O)N3CCN(C)CC3)cc2)cc1
entry no.	26	27	28	29	30
DT40 TDP1 no CPT	9%	-5%	18µM*	7%	-13%
DT40 TDP1 CPT	0%	?	?	9%	4%
TDP1 inh	nt	1%	4%	nt	0%

31: CSc1ncnc2[nH]ccc12
32: CCN(CC)CCCNc1cc(C)c(C#N)c2nc3ccccc3n12
33: CCN1C(=O)/C(=C2/C=CC=CN2C)SC1=S
34: CCn1cc(CN2CCCC(CNS(=O)(=O)Cc3ccccc3)C2)cn1 (stereo not given)
35: c1ccc(C2NCCn3cccc32)cc1 (stereo not given)
entry no.	31	32	33	34	35
DT40 TDP1 no CPT	-25%	-27%	-9%	6%	1%
DT40 TDP1 CPT	-7%	13%	-6%	4%	-25%
TDP1 inh	nt	nt	7%	-4%	7%

36: O=C(c1ccco1)N1CCN(S(=O)(=O)c2cccs2)CC1
37: O=C(COc1ccc(Cl)cc1)NCc1ccc(F)cc1
38: COc1ccc(CCNC(=O)CS(=O)(=O)c2cn(CC(=O)N3CCOCC3)c3ccccc23)cc1OC
39: COc1ccc(C(=O)/C=C/C(=O)N(Cc2ccc(F)cc2)C(C(=O)NC2CCCCC2)c2ccncc2)c(O)c1 (stereo not given)
40: O=C(CSc1ncc(C(F)(F)F)cc1Cl)N1CCN(S(=O)(=O)c2ccc(Cl)cc2)CC1
entry no.	36	37	38	39	40
DT40 TDP1 no CPT	-3%	?	-15%	?	?
DT40 TDP1 CPT	-9%	?	5%	?	?
TDP1 inh	4%	nt	7%	3%	7%

# Exported with tabs: entries from further up
no.	SMILES	DT40 TDP1 no CPT	DT40 TDP1 CPT	TDP1 inh
37	O=C(COc1ccc(Cl)cc1)NCc1ccc(F)cc1	?	?	nt
40	O=C(CSc1ncc(C(F)(F)F)cc1Cl)N1CCN(S(=O)(=O)c2ccc(Cl)cc2)CC1	?	?	7%
36	O=C(c1ccco1)N1CCN(S(=O)(=O)c2cccs2)CC1	-3%	-9%	4%
38	COc1ccc(CCNC(=O)CS(=O)(=O)c2cn(CC(=O)N3CCOCC3)c3ccccc23)cc1OC	-15%	5%	7%

# Other records follow:
41: COc1ccc(C2C(C#N)=C(/N=C/N3CCN(C)CC3)OC3=C2C(=O)CC(C)(C)C3)cc1OC (stereo not given)
42: CCOC(=O)c1c(N)sc2c1CCC(CC)C2 (stereo not given)
43: Cc1ccc(CN2CCOc3ccc(C(C)(O)COc4ccccc4)cc3C2)o1 (stereo not given)
44: Cc1ccc(-n2nc(C(=O)N3CCC(C)CC3)c(=O)n(C)c2=O)cc1
45: CC(C)[C@@H](N)C(=O)NC[C@H]1O[C@@H](n2cnc3c(N)ncnc32)[C@H](O)[C@@H]1O
entry no.	41	42	43	44	45
DT40 TDP1 no CPT	0%	-16%	-14%	-17%	-10%
DT40 TDP1 CPT	1%	1%	0%[9.04 µM]	-8%	?
TDP1 inh	4%	6%	nt	5%	0%[56.1 µM]

46: COc1ccc(CC(=O)NCc2nnc(SCC(=O)Nc3ccc(OC)cc3)n2C)cc1
47: COc1ccc(-n2nc3ccccc3n2)cc1
48: Cc1cc(C)n2nc(SCC(N)=O)nc2n1
49: CCOC(=O)c1[nH]c(=O)[nH]c1CSc1nc(C)cc(C)n1
50: Cc1c(NS(=O)(=O)c2ccc3c(c2)OCCO3)cccc1-c1nc2cccnc2s1
entry no.	46	47	48	49	50
DT40 TDP1 no CPT	-15%	-4%	-3%	3%	12µM*
DT40 TDP1 CPT	-7%	5%	1%	-4%	?
TDP1 inh	6%	6%	5%	0%	7%

51: O=C(NCCCN1CCCC1=O)C1CCCO1 (stereo not given)
52: Cc1ccc2nc(-c3cccnc3)c(NC3CCCC3)n2c1
53: CCCN(C(=O)c1cc2ccc3cccnc3c2[nH]1)c1ccc(F)cc1
54: CC1=C(C#N)C(=O)NC(=O)/C1=C\c1ccc(-c2ccc(C)cc2[N+](=O)[O-])o1
55: COCc1cc(C)nc2sc(C(=O)Nc3cc(C)ccc3F)c(N)c12
56: COCCN(C(=O)COC(=O)CC1CCCCC1)c1c(N)n(Cc2ccccc2)c(=O)[nH]c1=O
entry no.	51	52	53	54	55	56
DT40 TDP1 no CPT	7%	21µM*	-25%	-1%	?	3%
DT40 TDP1 CPT	7%	?	-14%	21%	-14%	-5%
TDP1 inh	0%	5%	-1%	2%	-7%	2%

# From PubChem
